FBA Mtb inh: Mtb fructose-bisphosphate aldolase inhibition; purified M. tuberculosis FBA, fluorescence read-out; inhibition, % at 1 µM; hit rate 2.3% among 360,000; in the data active = inhibition above about 27%;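 note: 0% = vehicle and 100% = reference inhibitor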
Mtb UGM inh: inhibitors of M. tuberculosis UDP-galactopyranose mutase; P9WIQ1; purified UGM, fluorescence polarization probe displacement; inhibition, % at 10 µM; hit rate 0.06% among 320,000; AID 504406; in the data active = inhibition above about 10%, passing the limit was not always enough; inconclusive = no clear call, values can overlap the other calls
BioA inh: BioA (M. tuberculosis) enzyme inhibition. purified M. tuberculosis BioA enzyme, plate reader. inhibition, % at 9.99 µM. hit rate 0.096% among 360,000. AID 602481; in the data active = inhibition above about 40%; inconclusive = no clear call, values can overlap the other calls
GDH-TPI counter: GDH-TPI coupled enzyme inhibition counter-screen. inhibition, % at 4.8 µM. hit rate 1.2% among 360,000. GDH-TPI coupled enzyme counterscreen, NADH absorbance; in the data active = inhibition above about 30%;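 note: 0% = DMSO wells and 100% = wells lacking the enzyme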
PfHsp40 rescue: compounds rescuing yeast from Plasmodium falciparum HSP40 toxicity | S. cerevisiae expressing PfHsp40, growth rescue, ATP luminescence | growth rescue, % at 12.5 µM | hit rate 0.68% among 340,000; in the data active = growth rescue above about 28%, passing the limit was not always enough; inconclusive = no clear call, values can overlap the other calls;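 note: yeast W303a lacking pdr1 and pdr3 grown in galactose medium; growth measured after three days at 30 °C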
Anthrax LF prot: blocks Bacillus anthracis lethal factor protease. hit rate 0.12% among 360,000. AID 588501. inhibition, % at 10 µM. multiplex microsphere protease cleavage assay, LF. P15917; note: plate controls were buffer without enzyme for full effect and enzyme alone for no effect
Target sequence (P15917 whole entry, looked up): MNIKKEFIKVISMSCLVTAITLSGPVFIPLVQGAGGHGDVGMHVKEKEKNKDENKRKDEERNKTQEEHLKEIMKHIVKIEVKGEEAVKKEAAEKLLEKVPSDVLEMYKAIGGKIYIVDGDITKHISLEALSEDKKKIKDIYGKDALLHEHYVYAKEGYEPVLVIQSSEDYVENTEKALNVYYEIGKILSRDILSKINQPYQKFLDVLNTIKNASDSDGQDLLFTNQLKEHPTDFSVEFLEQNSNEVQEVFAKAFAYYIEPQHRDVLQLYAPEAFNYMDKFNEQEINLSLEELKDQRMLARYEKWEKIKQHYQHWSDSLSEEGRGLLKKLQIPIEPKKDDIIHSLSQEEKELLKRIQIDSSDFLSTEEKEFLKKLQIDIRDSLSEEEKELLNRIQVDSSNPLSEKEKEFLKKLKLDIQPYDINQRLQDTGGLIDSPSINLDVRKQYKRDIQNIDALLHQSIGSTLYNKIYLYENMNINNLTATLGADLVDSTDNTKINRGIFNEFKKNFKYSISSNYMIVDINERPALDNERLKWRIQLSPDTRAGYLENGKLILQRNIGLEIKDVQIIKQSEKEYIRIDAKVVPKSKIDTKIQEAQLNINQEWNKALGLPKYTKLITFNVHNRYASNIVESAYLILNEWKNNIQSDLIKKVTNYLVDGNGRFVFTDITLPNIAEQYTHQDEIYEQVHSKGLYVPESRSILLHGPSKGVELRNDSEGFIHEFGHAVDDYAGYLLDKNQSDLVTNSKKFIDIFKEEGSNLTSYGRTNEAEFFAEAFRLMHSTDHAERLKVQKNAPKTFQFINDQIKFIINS
BoNT-F LC inh: blocks Botulinum neurotoxin F light chain protease; Multiplex microsphere protease cleavage assay, flow cytometry; inhibition, % at 10 µM; hit rate 0.22% among 360,000; in the data active = inhibition above about 35%, passing the limit was not always enough; inconclusive = no clear call, values can overlap the other calls; note: plate controls were buffer without enzyme for full effect and enzyme alone for no effect
FadD28 binding: blocks FadD28 binding to the bisubstrate probe; inhibition, % at 12.5 µM; hit rate 0.22% among 360,000; AID 588549; fluorescence polarization; in the data active = inhibition above about 8.5%, passing the limit was not always enough; inconclusive = no clear call, values can overlap the other calls
BoNT A protease: blocks Botulinum neurotoxin A light chain protease | hit rate 0.17% among 360,000 | AID 588499 | multiplex microsphere protease substrate cleavage, flow cytometry | inhibition, % at 10 µM; note: plate controls were buffer without enzyme for full effect and enzyme alone for no effect
* marks the source's active call; other numbers are inactive results; u = inconclusive; x = not tested or not shown; + = active, no number. Cut-off read from the data, not from the text of the source, unless noted: active = inhibition above about 30%; inconclusive = no clear call, values can overlap the other calls; inactive = below that.

SMILES | FBA Mtb inh | Mtb UGM inh | BioA inh | GDH-TPI counter | PfHsp40 rescue | Anthrax LF prot | BoNT-F LC inh | FadD28 binding | BoNT A protease
CC(=O)Cc1cc2cc([N+](=O)[O-])ccc2oc1=O | 1 | 0.0 | -3.6 | 10 | x | -3 | 2 | -2.1 | 0.5
CCOc1ccc(CC(=O)Nc2nccs2)cc1OCC | -1 | -0.1 | x | -4 | 38* | -1 | -6 | -2.5 | 4.3
Cc1cc(NC(=O)CCC(=O)N(CC(=O)NC2CCCC2)c2ccc(C)c(F)c2)no1 | 1 | -3.1 | -4.1 | 1 | -0.6 | 0 | -2 | -1.9 | -1.3
COc1ccc2c(CC(=O)NCc3ccc4c(c3)OCO4)coc2c1 | 1 | 0.3 | -0.9 | 11 | 0.1 | -2 | 1 | -1.6 | 0.3
C=CCN1C(=O)c2ccc(C(=O)N(C)CC(=O)Nc3c(C)cccc3C)cc2C1=O | -2 | 0.6 | 0.5 | 2 | 0.3 | x | x | -2.4 | x
O=C(N/N=C/c1c(Nc2cccc(C(F)(F)F)c2)nc2ccccn2c1=O)c1ccccc1[N+](=O)[O-] | 0 | -1.0 | 1.7 | 0 | 0.4 | -3 | 0 | -0.1 | -1.1
COC(=O)C(NC(C)=O)(Nc1nc2ccc(S(C)(=O)=O)cc2s1)C(F)(F)F (stereo unspecified) | 2 | -3.1 | -0.8 | -1 | 0.0 | 0 | 8 | -1.1 | 0.0
COc1cccc(C2c3cc4c(cc3OC(N3CCCC3)C2C)OCO4)c1O (stereo unspecified) | 0 | x | x | 9 | -0.5 | -3 | -6 | -1.7 | -0.9
CC(C)CNC(=O)/C=C/c1cccs1 | 2 | x | x | 10 | -0.9 | -2 | -12 | -0.6 | -1.1
Cc1cc(Sc2ccc([N+](=O)[O-])cn2)ccc1Br | 0 | -3.1 | x | 9 | 1.7 | -8 | u | -0.6 | 0.5
O=C(CN1CCN(S(=O)(=O)c2ccc(F)cc2)CC1)Nc1ccnn1C1CCCC1 | -2 | x | x | 5 | 1.8 | -4 | -2 | 0.4 | -2.3
CCCS(=O)(=O)N1CCC(C(=O)N2CCc3ccccc3C2)CC1 | 3 | -2.5 | 4.2 | -2 | 0.2 | 4 | 5 | -4.9 | -0.7
N=c1c(C(=O)NCC2CCCO2)cc2c(=O)n3ccccc3nc2n1C1CCCCC1 (stereo unspecified) | + | 1.1 | -7.4 | 1 | 1.2 | -4 | 1 | -0.5 | 0.9
COc1ccc(Cl)cc1NC(=O)NCc1ccccn1 | 2 | 0.6 | -2.0 | 7 | -1.8 | -5 | 5 | -2.3 | 3.0
C=CCOC(=O)C1=C[C@H](C2CCCCC2)C[C@H](OCc2ccc(CO)cc2)O1 | 0 | 1.0 | 1.6 | 11 | 0.8 | -5 | -4 | -1.1 | -0.9

The list goes on, starting with the last two of the part before.
SMILES | FBA Mtb inh | Mtb UGM inh | BioA inh | GDH-TPI counter | PfHsp40 rescue | Anthrax LF prot | BoNT-F LC inh | FadD28 binding | BoNT A protease
COc1ccc(Cl)cc1NC(=O)NCc1ccccn1 | 2 | 0.6 | -2.0 | 7 | -1.8 | -5 | 5 | -2.3 | 3.0
C=CCOC(=O)C1=C[C@H](C2CCCCC2)C[C@H](OCc2ccc(CO)cc2)O1 | 0 | 1.0 | 1.6 | 11 | 0.8 | -5 | -4 | -1.1 | -0.9
O=C(Oc1c(Cl)cc(Cl)c2ccccc12)N1CCCC1 | -6 | 2.6 | 0.1 | -1 | 1.9 | -4 | 2 | -4.6 | 0.0
Cc1ccc(-c2n[nH]c(=S)n2-c2ccccc2)cc1 | 7 | 3.0 | x | 15 | -0.4 | -1 | -2 | 1.9 | -0.5
COc1cccc(C2c3[nH]c4ccccc4c3CCN2CCCn2cccn2)c1 (stereo unspecified) | 2 | 1.1 | 2.7 | 6 | -0.4 | -1 | -3 | -1.9 | -0.3
CCOC(=O)c1oc2ccccc2c1COC(=O)CNC(=O)c1ccccc1F | 3 | x | -1.3 | 15 | x | -2 | -3 | -0.9 | -0.7
COc1cc(-c2noc(C)c2C(=O)NCC[C@@H]2CCCN2C)cc(OC)c1OC | 3 | 7.2 | -0.3 | 4 | -0.7 | -9 | 6 | -0.6 | -0.3
COc1ccc(CCC(=O)Nc2ccc(S(=O)(=O)Nc3nccc(C)n3)cc2)cc1 | 0 | 3.6 | -0.2 | -4 | -1.7 | 1 | -17 | -2.9 | -4.2
COc1ccc(C)cc1NC(=O)c1ccc(S(=O)(=O)N2CCOCC2)cc1 | 2 | 1.2 | 0.2 | 5 | -0.1 | 6 | 0 | -2.2 | -0.5
CCn1cc(CN2CCCC(CO)(Cc3cccc(Cl)c3)C2)cn1 (stereo unspecified) | 3 | 0.3 | x | -4 | 2.4 | -4 | 4 | 1.7 | -1.4
CCc1cccc(C)c1NC(=O)CN1C(=O)c2ccccc2S1(=O)=O | 2 | 1.7 | -0.2 | 3 | -1.0 | -6 | -14 | -2.0 | -0.3
COC(=O)CC/C(O)=C1\C(=O)CC(C)(C)CC1=NCCc1nc2ccccc2[nH]1 | -1 | 1.8 | -1.2 | 0 | -1.0 | 0 | -1 | -1.3 | -0.5
Cc1ccc(NC(=O)COc2ccccc2)c(NC(=O)c2ccco2)c1 | 1 | -0.1 | -0.3 | 4 | -0.1 | -4 | 19 | -3.6 | -1.3
COc1ccc(C2CC(c3ccc4ccccc4c3)=NN2C(=O)CN2C(=O)CCC2=O)cc1 (stereo unspecified) | 5 | 1.8 | -1.4 | 8 | 0.8 | 4 | 6 | -0.4 | 0.1
COc1ccccc1C(=O)N/C(=C\c1cn(S(=O)(=O)N(C)C)c2ccccc12)C(=O)N1CCOCC1 | -1 | -2.3 | -1.8 | 4 | -0.6 | 1 | -4 | -0.1 | 4.6
COC(=O)CCC(=O)OC1(C)C(=O)C=C2C=C(C3CC3)N(CCN3CCOCC3)C=C2C1=O (stereo unspecified) | -3 | -2.2 | -1.8 | 14 | -0.3 | -8 | -1 | 0.1 | 0.5
CCCC(C)c1nnc(NC(=O)CCS(=O)(=O)Cc2ccccc2)s1 (stereo unspecified) | 1 | -1.6 | -0.7 | -2 | -1.2 | 1 | 5 | -3.6 | 0.8

(list continues)
SMILES | FBA Mtb inh | Mtb UGM inh | BioA inh | GDH-TPI counter | PfHsp40 rescue | Anthrax LF prot | BoNT-F LC inh | FadD28 binding | BoNT A protease
COc1ccc(/C=C/C(=O)Nc2c(C(=O)O)[nH]c3ccccc23)cc1OC | 1 | 3.8 | 0.6 | 31* | 0.6 | -5 | 3 | 0.5 | -1.0
CCCCNC(=S)Nc1ccc2nc(N3CCN(CC)CC3)cc(C)c2c1 | 9 | 3.3 | 1.1 | 4 | -0.4 | 7 | -29 | x | -1.6
Oc1cccc2ccc(/C=C/c3ccccc3Br)nc12 | -2 | -0.2 | -1.5 | 17 | 0.6 | -1 | u | -4.2 | 0.6
Cc1[nH]c2ccccc2c1C1=CN2CCS(=O)(=O)N=C2S1 | 4 | 1.7 | 0.7 | 1 | -0.8 | 3 | 11 | -2.9 | -0.2
COc1ccc(CCNC(=O)CCNC(=O)N2CC(=O)Nc3ccccc32)cc1OC | 2 | -0.2 | -0.9 | 10 | -1.0 | -1 | 2 | 0.3 | -1.3
Cc1cc(C)n2nc(SCc3cc(=O)oc4ccc5ccccc5c34)nc2n1 | 5 | -1.3 | -2.1 | 5 | -1.5 | 5 | 23 | -0.4 | 1.7
CC1=Nc2ccccc2/C1=C/c1c(N)n2c(S(=O)(=O)CC(C)C)nsc2nc1=O | 3 | x | x | 11 | 0.7 | 3 | -3 | u | 0.9
Cc1ccc(/C=N/NC(=O)CNC(=O)c2ccc(C)c([N+](=O)[O-])c2)o1 | 3 | -3.2 | x | 7 | -2.1 | -2 | 1 | -1.8 | -0.5
Cn1c(SCC(=O)N2CCCC2=O)nnc1-c1ccccc1F | 5 | -0.7 | 0.3 | 2 | 0.0 | -4 | -11 | -4.3 | -0.4
Cc1nn(CC(O)Cn2c3c(c4ccccc42)CCN(C)C3=O)c(C)c1Br (stereo unspecified) | 6 | 1.5 | -2.0 | 7 | 0.6 | -1 | -3 | -3.4 | -1.9
COCCCN(C(=O)c1ccc(-c2ccc(C(C)=O)cc2)o1)c1c(N)n(CC(C)C)c(=O)[nH]c1=O | 10 | x | 0.3 | 21 | -1.4 | x | x | -2.2 | x
NC(=O)c1ccc[n+](CC(=O)c2ccc(F)cc2)c1 | 4 | 3.4 | x | 4 | 0.0 | 1 | -2 | 0.2 | 0.1
COc1ccc(OCC(=O)N2CCOCC2)cc1 | 1 | 3.8 | x | 0 | -1.6 | -1 | -7 | 0.2 | -0.1
Cc1cc(-n2c(C)cc(C(=O)CSc3nc(N)cc(=O)[nH]3)c2C)no1 | 3 | 0.7 | -1.3 | 0 | -0.1 | 1 | 14 | 0.0 | 0.5
CC1CCN(c2c(NCC3CCC(C(=O)N4CCCCC4)CC3)c(=O)c2=O)CC1 (stereo unspecified) | 1 | 2.0 | 1.3 | -16 | -0.4 | 4 | 4 | 0.9 | 0.1

Other results
SMILES | FBA Mtb inh | Mtb UGM inh | BioA inh | GDH-TPI counter | PfHsp40 rescue | Anthrax LF prot | BoNT-F LC inh | FadD28 binding | BoNT A protease
COCCCNC(=O)CSc1nc2cc(C(=O)NCCOC)ccc2c(=O)n1Cc1ccc2c(c1)OCO2 | 5 | -0.9 | 1.3 | 3 | 0.3 | -10 | 19 | -0.7 | 0.2
Cc1cccc(-n2nnnc2SC(C)C(=O)NCCC2=CCCCC2)c1 (stereo unspecified) | 0 | -1.9 | -0.7 | -6 | 0.1 | -1 | -6 | -3.8 | 0.5
C=CCn1c(O)c(/C(C)=N/N2CCCCC2)c(=O)[nH]c1=O | -2 | -0.8 | x | -5 | -1.2 | -7 | u | 0.0 | 3.4
CCOc1ccc(C(C)=O)cc1CN1C(=O)NC2(CCCCC2C)C1=O (stereo unspecified) | 1 | 0.9 | 0.9 | -2 | 0.0 | 17 | -6 | 1.9 | 0.0
CC1=C(n2nnc([N+](=O)[O-])n2)C(c2cccnc2)C(C#N)=C(N)O1 (stereo unspecified) | -1 | -0.4 | x | 3 | 0.3 | 3 | 0 | -2.4 | 0.8
CC(C)(C)C(=O)Nc1ccc(Oc2ccc3c(c2)C(=O)N(c2ccc(O)cc2)C3=O)cc1 | -2 | 1.9 | -0.9 | 12 | 0.0 | u | u | 0.1 | u
CCCN1CCC(NC(=O)Nc2ccc(F)cc2F)CC1 | 2 | 2.9 | -4.3 | 7 | -0.4 | -6 | 11 | 1.3 | 0.5
Cc1cnc(C(=O)Nc2cccc3ncccc23)cn1 | 2 | -1.4 | 9.2 | 10 | -0.3 | -5 | -7 | -0.5 | -0.8
Cc1ccc(CN=C2NC(=O)C(CC(=O)NCCc3ccccc3)S2)cc1 (stereo unspecified) | -1 | 2.2 | x | -4 | -1.3 | -4 | -2 | -2.4 | 0.2
CCC(C)NC(=S)N(CCc1ccccc1)Cc1cc2cc(OC)c(OC)cc2[nH]c1=O (stereo unspecified) | 14 | 2.0 | -1.9 | 15 | -0.8 | 0 | -2 | -1.2 | -0.7

Entries of single compounds, quoted from the list.
`CCC(C)NC(=S)N(CCc1ccccc1)Cc1cc2cc(OC)c(OC)cc2[nH]c1=O` (stereo unspecified) reads FBA Mtb inh: 14; Mtb UGM inh: 2.0; BioA inh: -1.9; GDH-TPI counter: 15; PfHsp40 rescue: -0.8; Anthrax LF prot: 0; BoNT-F LC inh: -2; FadD28 binding: -1.2; BoNT A protease: -0.7
`COCCCNC(=O)CSc1nc2cc(C(=O)NCCOC)ccc2c(=O)n1Cc1ccc2c(c1)OCO2` reads FBA Mtb inh: 5; Mtb UGM inh: -0.9; BioA inh: 1.3; GDH-TPI counter: 3; PfHsp40 rescue: 0.3; Anthrax LF prot: -10; BoNT-F LC inh: 19; FadD28 binding: -0.7; BoNT A protease: 0.2
`Cc1cccc(-n2nnnc2SC(C)C(=O)NCCC2=CCCCC2)c1` (stereo unspecified) reads FBA Mtb inh: 0; Mtb UGM inh: -1.9; BioA inh: -0.7; GDH-TPI counter: -6; PfHsp40 rescue: 0.1; Anthrax LF prot: -1; BoNT-F LC inh: -6; FadD28 binding: -3.8; BoNT A protease: 0.5

Bioassay records from PubChem BioAssay.

Rows were taken by chance. About 4.7% of those tested had a hit in this group.
